Assay outcomes deposited in PubChem by Sanford-Burnham Center for Chemical Genomics.
UPR CHOP act – apoptotic UPR (CHOP) activation; 330,000 tested, 0.34% active; activation, % at 10 µM; CHO-CHOP luciferase reporter, luminescence; percent of tunicamycin response over DMSO baseline;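 active = at 10 µM dose, activation of 40% or more, normalized to positive control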;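 also: 100% = tunicamycin at 10 µg/mL and 0% = DMSO alone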
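Assay system: CHO cells with stable CHOP pathway luciferase reporter; Buffer or medium: F12 plus 10% serum; Times: 16-18 h cell attachment, then 6 h compound exposure, 37 °C; Signal: luciferase luminescence; Read-out basis: percent activation relative to tunicamycin control; Control set: tunicamycin high control, DMSO low control.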
APJ antag – antagonists of human APJ apelin receptor; P35414; CHO-K1 APJ beta-arrestin complementation, luminescence; inhibition, % at 20 µM; 330,000 tested, 0.32% active; AID 2521;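 active = inhibition above about 40% at 20 µM, limit read from the data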;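 also: cells challenged with 10 nM apelin-13 agonist together with compound; plate controls were apelin-13 plus DMSO wells for no effect and DMSO wells lacking apelin-13 for full effect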
Target sequence (P35414 whole entry, looked up): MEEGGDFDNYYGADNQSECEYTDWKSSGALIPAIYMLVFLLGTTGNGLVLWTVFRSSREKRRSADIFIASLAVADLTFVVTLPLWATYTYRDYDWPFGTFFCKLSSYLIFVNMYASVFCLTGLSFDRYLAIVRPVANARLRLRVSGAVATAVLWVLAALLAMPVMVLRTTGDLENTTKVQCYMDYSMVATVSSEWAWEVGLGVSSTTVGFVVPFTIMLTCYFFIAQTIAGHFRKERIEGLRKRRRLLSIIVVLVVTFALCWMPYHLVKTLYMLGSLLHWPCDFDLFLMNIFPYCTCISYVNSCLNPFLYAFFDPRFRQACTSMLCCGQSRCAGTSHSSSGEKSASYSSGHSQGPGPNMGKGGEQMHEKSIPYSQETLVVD
tim23-1 inh – growth inhibitors of tim23-1 mutant yeast; AID 463212; inhibition, % at 20 µM; S. cerevisiae tim23-1 growth, BacTiter-Glo luminescence, 24 h; 330,000 tested, 1.3% active;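 active = growth inhibition of the mutant yeast at or above 50%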;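 also: temperature-sensitive mutant grown at 25 °C; plate controls were DMSO-treated mutant yeast for no effect and medium wells lacking yeast for full effect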
APJ ag – activates the human apelin receptor APJ | 330,000 tested, 0.11% active | CHO-K1 APJ PathHunter beta-arrestin, luminescence; 0% DMSO wells, 100% apelin | activation, % at 20 µM | P35414 | AID 2520;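 active = activation more than six SD over the plate average, tested at 20 µM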;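 also: 0% = DMSO alone and 100% = apelin-13 at 10 nM; some results filed as inactive read as strong as hits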
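Assay system – PathHunter CHO-K1 APJ (AGTRL-1) beta-arrestin reporter cells · Compound – one dose, 20 µM compound, 1% DMSO · Timing – compound 90 min 25 °C, reagent 1 h · Measured by – luminescence from split beta-galactosidase complementation, Galacton Star/Emerald II substrate · Measure – beta-arrestin recruitment to APJ as agonist activity, luminescent signal · Benchmarks – DMSO vs Apelin-13 10 nM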
TIM10 inh – growth inhibitors of TIM10 yeast strain | AID 463195 | inhibition, % at 10 µM | S. cerevisiae TIM10 strain growth, BacTiter-Glo luminescence, 24 h | 330,000 tested, 1.4% active;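 active = inhibition of 40% or more at the single tested concentration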;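 also: wild-type TIM10 isogenic control strain grown at permissive 25 °C; 0% = DMSO yeast wells and 100% = minimal medium wells without yeast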
tim10-1 inh – tim10-1 yeast growth inhibition | 330,000 tested, 2.2% active | inhibition, % at 20 µM | S. cerevisiae tim10-1 ts strain growth, BacTiter-Glo, 24 h;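 active = inhibition of at least 40%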;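 also: mutant grown at 25 °C; 0% = DMSO wells with yeast and 100% = wells holding no yeast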
UPR XBP1 act – adaptive UPR (XBP1) activation; 330,000 tested, 0.33% active; CHO-XBP1 luciferase reporter, IRE1-XBP1 UPR activation, luminescence; percent of tunicamycin response, DMSO as zero; activation, % at 20 µM;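 active = versus positive control, 20 µM dose yields 30% or more activation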;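 also: 100% = tunicamycin at 10 µg/mL and 0% = DMSO only wells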
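Test system: CHO-XBP1 luciferase reporter cells | Buffer or medium: Serum-containing F12 medium, 10% FBS | Schedule: 6 h compound exposure at 37 °C, 5% CO2 | Detection: Steady-Glo luciferase glow luminescence, 10 min after reagent addition | Read-out basis: Activation, % of tunicamycin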
Mdm2 MdmX PPI – human Mdm2/MdmX binding inhibition | O15151+Q00987 | SaOS-2 split-luciferase Mdm2/MdmX complementation, luminescence | inhibition, % at 8 µM | 330,000 tested, 3% active | AID 485346;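 active = inhibition of at least 50% at 8 µM in the primary screen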
CXCR6 block – blocks human CXCR6 beta-arrestin recruitment. CHO-K1 PathHunter CXCR6 beta-arrestin, luminescence. AID 602244. 360,000 tested, 0.36% active. inhibition, % at 20 µM; in the data active = inhibition above about 34%, passing the limit was not always enough;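 also: antagonist mode with CXCL16 agonist at 10 nM final; 0% = 10 nM CXCL16 with DMSO and 100% = unstimulated wells without agonist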
Target sequence (O00574 whole entry, looked up): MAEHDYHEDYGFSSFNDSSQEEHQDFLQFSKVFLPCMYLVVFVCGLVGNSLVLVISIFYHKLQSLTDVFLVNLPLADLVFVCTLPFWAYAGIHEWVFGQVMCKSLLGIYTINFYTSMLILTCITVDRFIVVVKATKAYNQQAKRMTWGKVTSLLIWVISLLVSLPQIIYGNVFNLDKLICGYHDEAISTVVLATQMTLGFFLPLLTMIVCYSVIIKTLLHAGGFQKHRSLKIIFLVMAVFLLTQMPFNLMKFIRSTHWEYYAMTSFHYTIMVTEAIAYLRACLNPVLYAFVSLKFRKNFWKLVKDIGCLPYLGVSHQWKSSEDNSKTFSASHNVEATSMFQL
Active calls of the source: *. Some of the compounds tested; count on the stated rates, not on these rows.

canonical_smiles	UPR CHOP act	APJ antag	tim23-1 inh	APJ ag	TIM10 inh	tim10-1 inh	UPR XBP1 act	Mdm2 MdmX PPI	CXCR6 block
Cc1ccc(S(=O)(=O)NC(C)C(=O)N2CCOCCOCCOCC2)cc1 (stereo unspecified)	-1.8	24	13	-3	3	-3	-3	14	5
Cc1cc(C)cc(NS(=O)(=O)c2c(C(=O)N3CCCCCC3)c(C)n(C)c2C)c1	0.1	2	19	-1	22	21	-6	-3	0
CCc1ccc(N2CC(C(=O)Nc3cccc(C(=O)NC4CC4)c3)CC2=O)cc1 (stereo unspecified)	-0.8	9	1	-2	3	15	2	-20	-2
CCCOc1ccc(OCCCCNC(C)CC)cc1 (stereo unspecified)	-0.7	3	4	-6	2	1	-1	-1	7
COc1ccc(-c2cc(CNS(=O)(=O)c3cc(OC)ccc3OC)on2)cc1	1.6	8	7	-5	1	7	-3	21	10
CON(C)C(=O)CCN(Cc1ccccc1)C(=O)OC(C)(C)C	-1.1	7	22	-3	14	18	-1	8	7
O=C(CCN1C(=O)c2ccccc2C1=O)N1CCN(c2ccccn2)CC1	-1.1	-14	5	-3	-13	23	1	0	3
Cc1ccc(NN=C2c3ccccc3-c3ccccc32)cc1	5.2	-8	6	-1	7	11	-4	28	-5
OCCOc1ccc(C2=NCCO2)cc1	-0.7	29	7	-4	11	-1	0	-26	-6
Cc1c(C(=O)OCc2ccccc2)[nH]c2c1C(=O)CC(c1ccco1)C2 (stereo unspecified)	0.5	-71	12	-3	14	13	10	67*	-3
CC(C)c1ccc(OCC(=O)NC2CCCC2)cc1	0.0	15	12	5	-11	6	-2	11	-5
COc1ccc(S(=O)(=O)Nc2ccc(N3CCOCC3)cc2)cc1[N+](=O)[O-]	-1.3	14	-19	-2	-3	2	-1	6	-3
CCn1c(CC(=O)Nc2ccc(F)cc2)nnc1SCC(=O)NC1CCCC1	-0.8	2	-2	0	-13	-9	-3	1	9
Cc1ccc(O)c(NC(=O)CSc2n[nH]c(C)c2[N+](=O)[O-])c1	-0.3	-3	-4	-4	16	6	-2	15	-5
S=c1[nH]nc(C2CCCCC2)n1/N=C/C=C/c1ccccc1	-1.3	16	57*	-3	39	54*	1	2	8

Remaining list, next part
canonical_smiles	UPR CHOP act	APJ antag	tim23-1 inh	APJ ag	TIM10 inh	tim10-1 inh	UPR XBP1 act	Mdm2 MdmX PPI	CXCR6 block
Cc1ccc(-c2cc(C(F)(F)F)c(C#N)c(SCCC#N)n2)o1	0.1	12	15	-1	-8	17	2	-10	-5
CN(CC(=O)Nc1ccc(F)c(F)c1F)C(=O)C1CC(=O)N(C2CCCC2)C1 (stereo unspecified)	-0.1	20	2	-3	0	16	-1	8	20
CC(C)N(C(=O)C1CC(=O)OC12CCCCC2)C(C)C (stereo unspecified)	0.0	16	4	-1	7	8	1	-8	3
O=C(Cn1c(=O)sc2ccccc21)Nc1ccccc1C(=O)O	-2.0	-6	11	1	-17	19	-2	3	5
CSc1ncc(CNc2cc([N+](=O)[O-])ccc2C)c(N)n1	0.1	-43	5	3	-1	1	-1	28	3
CCOC(=O)/C=C/C(=O)Nc1ccc(Oc2ccccc2)cc1	8.5	-38	55*	1	33	50*	7	56*	-11
Cn1nnnc1SCC(=O)NCc1cccc(C(=O)O)c1	-0.3	4	2	-3	-2	4	1	-5	-3
C=CCNC(=O)c1ccc(Cn2c(=S)[nH]c3cc4c(cc3c2=O)OCO4)cc1	0.7	-2	-23	-2	-29	9	8	60*	13
CCOC(=O)C1=C(COC(=O)CCc2ccc(CC)cc2)NC(=O)NC1C (stereo unspecified)	1.5	-3	21	0	6	9	0	6	-2
COc1cccc(CNC(=O)C2CCCN2S(=O)(=O)c2ccc3c(c2)C(C)(C)C(=O)N3C)c1 (stereo unspecified)	1.4	16	-7	-3	5	-6	-1	20	-10
NS(=O)(=O)c1ccc(-c2ccc(/C=C3\SC(=O)NC3=O)o2)cc1	-0.9	11	12	-3	10	2	-2	15	2
CC(C)Oc1ccc(CC(=O)NNC(=S)Nc2ccc(Br)cc2)cc1	0.1	27	20	1	21	18	1	-44	1
CCOc1ccc(-n2nnnc2SCC(=O)c2ccccc2)cc1	0.4	-6	-1	-2	11	-1	2	68*	-3
Cc1ccc2[nH]c(O)c(N=NC(=O)C(C)n3cnc4ccccc4c3=O)c2c1 (stereo unspecified)	-1.2	3	17	-2	-5	5	-6	15	5
C=CCN1C(=O)CN=C1Nc1ccc(F)cc1	-0.8	6	-10	-3	-3	-6	-3	5	0

Next records.
canonical_smiles	UPR CHOP act	APJ antag	tim23-1 inh	APJ ag	TIM10 inh	tim10-1 inh	UPR XBP1 act	Mdm2 MdmX PPI	CXCR6 block
CCc1cc(=O)oc2cc(C)cc(OC(C)C(=O)NCCCN3CCCC3=O)c12 (stereo unspecified)	1.0	7	12	1	7	25	-1	13	-1
CS(=O)(=O)c1cc([N+](=O)[O-])c(Sc2nc3ccccc3[nH]2)c([N+](=O)[O-])c1	-6.4	2	25	-1	30	34	-5	2	20
Cc1ccsc1C(=O)N/N=C/c1ccc2c(c1)OCO2	-0.3	3	34	-2	21	-8	-3	-208	0
CCOc1ccc([C@@H]2CC=C(C(=O)O)CN2S(=O)(=O)c2ccc(C)cc2)cc1	0.7	-3	10	3	11	9	1	-33	-2
CCN(CC)S(=O)(=O)c1ccc(NC(=O)c2cc(-c3cccs3)nc3ccccc23)cc1	2.9	-20	12	-1	12	-5	0	50*	-5
Cc1ccc(OCC(=O)c2cc(C)n(Cc3ccco3)c2C)c([N+](=O)[O-])n1	-5.0	-6	5	-3	-6	2	-5	31	2
O=C(COC(=O)CNC(=O)c1ccc(Cl)cc1Cl)Nc1cccc(S(=O)(=O)N2CCCC2)c1	-1.6	4	-2	-8	13	18	-4	4	-10
COC(=O)C1CN(C(=O)COc2cc(C)cc(C)c2)c2ccccc2O1 (stereo unspecified)	0.9	-8	17	-2	4	25	-1	-3	2
CCn1c2ccccc2c2cc(NC(=O)CSc3nnc(-c4cccc(Cl)c4)o3)ccc21	-0.1	6	4	-1	-2	1	9	52*	-18
O=C(CN1C(=O)NC2(CCCC2)C1=O)Nc1cc(Cl)ccc1Oc1ccccc1	0.0	2	5	0	-9	1	-1	18	-3
COc1ccc(/C(N)=N/OC(=O)Oc2ccccc2)cc1OC	0.0	18	-14	1	8	9	-1	-6	-2
CCOC(=O)C(NCc1ccc2c(c1)OCO2)(NC(=O)CC)C(F)(F)F (stereo unspecified)	-1.4	1	-6	-8	8	0	0	10	-11
CCOC(=O)c1cc2occc2n1CC(=O)N1CCOCC1	0.0	-9	6	2	-3	-9	-3	18	-5
CC(C)c1nc(SCC(=O)NC(=O)NC(C)(C)C)n[nH]1	0.0	6	5	-8	-9	8	3	-11	7
COc1cccc(O)c1CN1CCC(Oc2ccc(C(=O)NCc3ccccn3)cc2)CC1	4.0	17	20	-1	1	9	-3	17	6

Single records, as listed above. Order of values: UPR CHOP act, APJ antag, tim23-1 inh, APJ ag, TIM10 inh, tim10-1 inh, UPR XBP1 act, Mdm2 MdmX PPI, CXCR6 block
Shown for `CCOc1ccc([C@@H]2CC=C(C(=O)O)CN2S(=O)(=O)c2ccc(C)cc2)cc1` = 0.7, -3, 10, 3, 11, 9, 1, -33, -2
Shown for `CCOC(=O)c1cc2occc2n1CC(=O)N1CCOCC1` = 0.0, -9, 6, 2, -3, -9, -3, 18, -5
Shown for `COc1ccc(/C(N)=N/OC(=O)Oc2ccccc2)cc1OC` = 0.0, 18, -14, 1, 8, 9, -1, -6, -2

(list continues)
canonical_smiles	UPR CHOP act	APJ antag	tim23-1 inh	APJ ag	TIM10 inh	tim10-1 inh	UPR XBP1 act	Mdm2 MdmX PPI	CXCR6 block
CCCCNC(=O)c1ccc(NC(C)=O)c(Cl)c1	3.3	-5	7	-2	-16	5	-1	25	-3
COc1ccccc1CNC(=O)CN1C(=O)NC2(CCCc3sccc32)C1=O (stereo unspecified)	1.2	-31	15	2	6	7	2	-30	2
CCN1C(=O)CSC1=Nc1ccc(C(=O)O)cc1	-0.6	-12	-8	0	-4	-16	-4	9	6
CC(C)COC(=O)c1cccc2c1-c1ccccc1/C2=N\O	-0.6	-12	8	-3	26	34	0	44	-6

Of the compounds above, these have a CF3 group:
canonical_smiles	UPR CHOP act	APJ antag	tim23-1 inh	APJ ag	TIM10 inh	tim10-1 inh	UPR XBP1 act	Mdm2 MdmX PPI	CXCR6 block
Cc1ccc(-c2cc(C(F)(F)F)c(C#N)c(SCCC#N)n2)o1	0.1	12	15	-1	-8	17	2	-10	-5
CCOC(=O)C(NCc1ccc2c(c1)OCO2)(NC(=O)CC)C(F)(F)F (stereo unspecified)	-1.4	1	-6	-8	8	0	0	10	-11
